Hsp70 act = switches on Hsp70 transcription; activation, % at 10 µM; HeLa Hsp70 promoter luciferase reporter, luminescence; scaled: vehicle 0, proteasome-inhibitor control 100%; 0.04% of 200,000 active; AID 1203;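 active = activation above the mean across all tested compounds plus 3 SD, cutoff set per campaign, cut at about 5.5% in these data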;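 note: 100% = MG132 at 30 µM as the positive control and 0% = DMSO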
STAT1 blocker = inhibitors of IFN-gamma induced STAT1 signaling. NIH 3T3 STAT1-luciferase reporter, luminescence. inhibition, % at 5.5 µM. 0.35% of 200,000 active. AID 920;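 active = inhibition above a set limit, the mean inhibition across all tested compounds plus 3 SD, cut at about 34% in these data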;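 note: 0% = IFN-gamma with DMSO and 100% = IFN-gamma with 300 µM nifuroxazide; values of inactives mirror those of a sister screen read the other way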
APP 5UTR inh = APP translation inhibition | SH-SY5Y APP 5'UTR-luciferase reporter, luminescence | inhibition, % at 2 µM | 0.82% of 190,000 active;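 active = inhibition above a set limit, derived from the sample mean plus 3 SD, cut at about 45% in these data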; note: values of inactives mirror those of a sister screen read the other way
RAM network inh = blocks the yeast RAM network. inhibition, % at 50 µM. S. cerevisiae dse1pr::URA3 reporter, 5-FOA growth OD615, 2 d; analog-sensitive cbk1-as2 kinase mutant strain. AID 868. 1.8% of 190,000 active;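 active = inhibition above a set limit, 3 SD over mean compound inhibition, cut at about 8.4% in these data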;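 note: 0% = DMSO-only wells with no growth and 100% = 10 µM 1-NA-PP1 full growth; inhibition rescues growth on 5-FOA so higher OD means more RAM inhibition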
APP 5'UTR act = activates APP 5'UTR luciferase reporter; activation, % at 2 µM; AID 1276; SH-SY5Y APP 5'UTR luciferase reporter, luminescence; zero percent = DMSO vehicle wells; 1% of 190,000 active;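 active = activation above a set limit, based on mean plus 3 SD of controls, cut at about 140% in these data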; note: values of inactives mirror those of a sister screen read the other way
STAT1 activator = activators of IFN-gamma induced STAT1 signaling; NIH 3T3 STAT1-luciferase reporter, luminescence; 100% = IFN-gamma alone, no compound; activation (% of control), % at 5.5 µM; 2.6% of 200,000 active; AID 932;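 active = activation above the screen-wide mean activation plus 3 SD, cut at about 130% in these data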;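 note: raw ratio to IFN-gamma control signal so 100% means no change and 0% no light; values of inactives mirror those of a sister screen read the other way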
STAT3 inh = STAT3 signaling inhibition. U3A cells, IL-6 STAT3-luciferase reporter, luminescence; host cell line lacks STAT1. inhibition, % at 5.5 µM. 0.89% of 190,000 active. AID 862;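 active = inhibition above the mean inhibition across all screened compounds plus 3 SD, cut at about 44% in these data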;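 note: 0% = DMSO only wells and 100% = 100 µM nifuroxazide control wells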
FLuc inh counter = counter-screen for luciferase assay inhibitors: firefly luciferase inhibition. ATPLite firefly luciferase biochemical luminescence, 10 min. inhibition, % at 10 µM. AID 1006. P08659. 1.5% of 200,000 active;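 active = inhibition above about 50% when tested at 10 µM, limit read from the data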
Target sequence (P08659 whole entry, looked up): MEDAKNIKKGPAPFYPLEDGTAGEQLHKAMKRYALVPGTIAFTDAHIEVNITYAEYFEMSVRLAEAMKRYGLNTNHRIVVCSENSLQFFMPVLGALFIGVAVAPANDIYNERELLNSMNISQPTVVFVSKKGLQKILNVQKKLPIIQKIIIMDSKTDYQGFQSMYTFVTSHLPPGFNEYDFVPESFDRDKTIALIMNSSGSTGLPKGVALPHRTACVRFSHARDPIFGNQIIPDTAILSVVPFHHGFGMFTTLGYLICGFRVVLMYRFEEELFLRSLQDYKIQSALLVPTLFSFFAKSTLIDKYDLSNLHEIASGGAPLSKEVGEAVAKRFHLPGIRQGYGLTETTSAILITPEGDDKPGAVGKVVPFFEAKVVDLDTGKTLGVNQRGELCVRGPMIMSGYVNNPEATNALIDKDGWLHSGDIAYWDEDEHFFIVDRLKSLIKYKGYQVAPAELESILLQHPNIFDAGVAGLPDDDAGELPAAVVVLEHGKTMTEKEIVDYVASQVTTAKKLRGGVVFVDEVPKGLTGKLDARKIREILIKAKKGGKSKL
NF-kB expr up = NF-kB expression increase, human neuronal cells; fold change at 12.5 µM; 1.6% of 190,000 active; AID 1239; NF-kB reporter expression; active compounds read high; in the data active = fold change above about 3.3
STAT3 activator = increases IL-6 driven STAT3 reporter signal; U3A cells, IL-6 STAT3-luciferase reporter, luminescence; 100% = signal with IL-6 EC80 alone; activation (% of control), % at 5.6 µM; 0.91% of 190,000 active;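 active = activation above the screen-wide mean of compound activation plus 3 SD, cut at about 130% in these data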;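 note: 0% = background luminescence of wells with medium and substrate only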
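Test system: STAT3-luciferase reporter U3A cells; Detection: reporter luminescence signal; Times: 1 h compound pre-exposure, 6 h IL-6 stimulation, 37 °C; Benchmarks: IL-6-only high control; Also added: IL-6 stimulus at 33 ng/mL final.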
The depositor's hits bear a star; · = no result given.

SMILES	Hsp70 act	STAT1 blocker	APP 5UTR inh	RAM network inh	APP 5'UTR act	STAT1 activator	STAT3 inh	FLuc inh counter	NF-kB expr up	STAT3 activator
OCC1(CCc2ccccc2)CCN(Cc2c(F)ccc(F)c2F)CC1	-0.4	10	8	0.0	-7	91	-7	-6	1.2	111
CCOC(=O)c1[nH]c2ccc(OC)cc2c1NC(=O)CN1CCC2(CC1)OCCO2	-0.6	-8	15	1.6	-15	107	3	-7	0.78	101
Cn1c(O)c(N=Nc2ccc(F)cc2)c2ccccc21	-0.3	0	-6	5.8	6	100	-54	2	1.4	152*
COC(=O)CC(c1ccc(OC)c(OC)c1)c1ccc(OC)c(OC)c1	-0.3	0	-14	2.0	14	97	7	4	1.1	98
CCCn1c(SCC(=O)Nc2cccc(C)n2)nc2c1c(=O)n(C)c(=O)n2C	-0.2	-5	-10	0.1	10	106	4	-7	0.71	99
C/C(NC(=O)c1cccs1)=C1\C(=O)C[C@@H]2[C@H]1C2(C)C	0.8	-33	-37	2.2	37	130*	-4	8	2	110
O=C(NCCN1CCc2ccccc2C1)C1CCN(S(=O)(=O)N2CCC3(CC2)OCCO3)CC1	0.2	-2	1	-0.1	-1	102	1	-7	1.1	103
CCOC(=O)C1C(=O)C=C(c2ccc(OC)cc2)CC1c1ccco1 (stereo unspecified)	0.1	-3	-14	7.6	14	105	7	25	1.6	96
CC1CC(C)(C)NC(=S)N1CCCC(=O)Nc1ccc(Cl)cc1 (stereo unspecified)	-0.6	3	-4	0.2	4	96	6	-1	1	98
CCOC(=O)N1CCC(=NNC(=O)COc2cccc(C)c2)CC1	-0.4	-1	-3	0.6	3	100	7	0	1.2	99
CCOC(=O)N1CCN(C(=O)C2CCC(CNS(=O)(=O)c3ccc(Cl)cc3)CC2)CC1 (stereo unspecified)	-0.3	-3	-4	3.8	4	103	6	-9	1.2	97
COCCN1CCN(c2cc(-c3ccccc3)nc3cc(-c4cccc(F)c4)nn23)CC1	-0.3	6	3	-0.1	-3	95	11	-9	0.52	92
CSc1ccccc1C(=O)C1CCCN(Cc2cnn(-c3ccccc3)c2)C1 (stereo unspecified)	0.2	1	5	-0.7	-5	97	-4	-1	1	109
CC(=O)Nc1ccc(C(=O)NCC(=O)OCc2c(F)cccc2Cl)cc1	-0.1	-5	-5	0.0	5	103	8	15	1.3	99
CC(C)Cn1c(N)cc(=O)n(C)c1=O	-0.2	1	-12	-1.1	12	97	13	-8	1.3	95
COC(=O)c1c(S(C)(=O)=O)nc(-c2ccccc2)[nH]c1=O	0.0	-1	-2	1.2	1	101	3	-4	1.6	96
Cc1ccccc1OCC(O)Cn1c(N2CCN(c3ccccc3)CC2)nc2c1c(=O)[nH]c(=O)n2C (stereo unspecified)	-0.5	14	17	2.5	-17	88	9	-4	1.1	95
Cn1c(N2CCN(C(=O)Nc3ccc(C(F)(F)F)cc3)CC2)nc2ccccc21	-0.5	-1	-14	2.1	14	101	37	-4	0.89	74
O=C(NC1CCN(C(=S)NCc2ccco2)CC1)c1ccc(F)cc1	-0.4	8	-3	1.0	3	92	12	-4	1.3	93
O=C(CNC(=O)c1ccc2ccccc2c1)OCC(=O)N1CCN(S(=O)(=O)c2ccc3ccccc3c2)CC1	-0.3	4	4	6.7	-4	96	1	-7	1.4	101
CC(C)CNC(=S)NNC(=O)c1csc2ccccc12	-0.1	-5	7	1.7	-7	105	17	-8	1.4	86
CCOC(=O)N1CCN(C(=O)c2cn(CC)c3ccc(S(=O)(=O)N4CCCC4)cc3c2=O)CC1	0.0	2	-18	1.0	18	98	-3	-7	1	103
N=c1n(CCN2CCCCC2)c2ccccc2n1CC(O)COc1ccccc1 (stereo unspecified)	-0.2	17	5	-0.1	-5	84	14	-8	0.54	93
COc1cccc(C2=NOC(C(=O)NCc3ccco3)C2)c1 (stereo unspecified)	0.0	-10	8	-0.4	-8	109	2	-3	1.4	101
O=C(CN1CCN(c2ccccc2)CC1)Nc1ccc2c(c1)OCCO2	-0.3	8	-1	1.9	1	92	9	-6	1.1	98

Continuation:
SMILES	Hsp70 act	STAT1 blocker	APP 5UTR inh	RAM network inh	APP 5'UTR act	STAT1 activator	STAT3 inh	FLuc inh counter	NF-kB expr up	STAT3 activator
CCn1c(SCC(=O)c2ccc(O)c(O)c2)nnc1-c1ccc(C)cc1	-0.5	-5	10	5.3	-10	104	2	-3	1.5	107
CC1(C)Cc2nc3sc4c(N(CCO)CCO)nnnc4c3cc2CO1	-0.2	-19	-36	0.0	36	116	-2	3	1.1	105
C=CCn1c(SCn2nnc3ccccc3c2=O)nnc1-c1ccc(Br)cc1	1.2	-8	8	1.5	-8	108	1	-5	1.2	99
C=CCNC(=O)c1ccc([N+](=O)[O-])c(Cl)c1	-0.1	0	4	-0.5	-4	97	4	3	1.3	100
Cc1ccc(N2CCN(c3ccc(C)cc3)C2c2cccnc2)cc1	-0.2	-1	-13	1.0	13	101	27	-6	1.3	80
COCCNC(=S)NNc1ccccc1[N+](=O)[O-]	-0.2	-4	-42	5.5	42	102	-41	-1	1.1	136*
COc1cc(C=O)ccc1Oc1nc(Nc2ccc(F)cc2F)nc(N2CCOCC2)n1	0.1	8	8	1.3	-8	93	8	-3	1.1	100
CCOC(=O)c1c(C)n(C)c2ccc(OC)c(NS(=O)(=O)CC)c12	-0.5	-12	4	2.4	-4	111	0	-3	0.89	98
Cc1ccccc1NC(=S)N(CCN(C)C)C(C)c1ccco1 (stereo unspecified)	0.5	5	2	1.9	-2	96	14	-6	1.2	87
CC(C)CNC(=O)COc1ccc(Sc2ccc(OCC(=O)NCC(C)C)cc2)cc1	-0.1	3	-18	5.4	18	97	-7	-6	0.9	109
Cc1ccn(CCC(=O)O)n1	-0.2	-1	11	0.8	-11	100	21	-2	·	86
O=C(CCN1C(=O)/C(=C\c2cccs2)SC1=S)NC1=NCCS1	-0.3	2	8	3.5	-8	99	4	-5	0.97	99
O=C(Cc1ccc(Cl)cc1Cl)Nc1cccc(S(=O)(=O)Nc2ccccc2F)c1	-0.4	2	10	8.8*	-10	98	3	1	1.2	97
CC[C@H](C)[C@H](NC(N)=O)C(=O)Nc1ccccc1F	0.1	-3	-24	-0.8	24	102	2	-4	1	100
COCCNC(=O)c1ccccc1NC(=O)Nc1ccccc1	-0.1	1	5	0.4	-5	98	-1	12	1.1	105
COc1ccccc1C(C)NCC(=O)Nc1ccccc1C(F)(F)F (stereo unspecified)	-0.3	1	-6	2.4	6	99	3	-1	1.1	96
O=C(COc1ccc(Br)cc1)N1CCc2ccccc2C1	0.2	-17	-7	1.1	7	114	12	3	1.1	96
CN(C)/C=C/C(=O)c1ccc(Cl)c([N+](=O)[O-])c1	-0.2	11	-25	6.2	25	90	-2	-4	1.2	101
COC(=O)CC(=O)CSc1nc2c(cc1C#N)CCCCC2	-0.3	-19	-38	1.5	38	118	8	20	5*	96
O=C(Cc1ccccc1)NCCCc1ccccc1	0.1	1	·	-1.1	·	97	-14	-6	1.8	112
CN(C)c1ccnc2sc3c(=O)n(-c4ccc(Cl)cc4)cnc3c12	-0.1	1	-11	·	11	99	4	·	·	100
Nc1nc(-c2ccc(Cl)cc2)nn1C(=O)c1cccs1	-0.3	7	1	0.8	-1	95	-48	-4	1.1	146*
CCCCOC(=O)c1ccc(NC(=O)c2c(OC)cccc2OC)cc1	-0.1	5	-3	0.5	3	93	8	0	1.2	95
COc1ccc(C(C(=O)NC2CCCCC2)N(CC2CCCO2)C(=O)C2COc3ccccc3O2)cc1OC (stereo unspecified)	0.3	7	-20	5.0	20	95	-1	-7	1.1	104
Cn1c(NNC(=O)CCC2CCCCC2)cc(=O)n(C)c1=O	0.1	-6	10	-0.3	-10	106	-3	-3	1.1	102

Some of the entries so far, in markdown:
| compound | Hsp70 act | STAT1 blocker | APP 5UTR inh | RAM network inh | APP 5'UTR act | STAT1 activator | STAT3 inh | FLuc inh counter | NF-kB expr up | STAT3 activator |
| --- | --- | --- | --- | --- | --- | --- | --- | --- | --- | --- |
| C=CCn1c(SCn2nnc3ccccc3c2=O)nnc1-c1ccc(Br)cc1 | 1.2 | -8 | 8 | 1.5 | -8 | 108 | 1 | -5 | 1.2 | 99 |
| C=CCNC(=O)c1ccc([N+](=O)[O-])c(Cl)c1 | -0.1 | 0 | 4 | -0.5 | -4 | 97 | 4 | 3 | 1.3 | 100 |
| Cc1ccc(N2CCN(c3ccc(C)cc3)C2c2cccnc2)cc1 | -0.2 | -1 | -13 | 1.0 | 13 | 101 | 27 | -6 | 1.3 | 80 |
| COCCNC(=S)NNc1ccccc1[N+](=O)[O-] | -0.2 | -4 | -42 | 5.5 | 42 | 102 | -41 | -1 | 1.1 | 136* |
| COc1cc(C=O)ccc1Oc1nc(Nc2ccc(F)cc2F)nc(N2CCOCC2)n1 | 0.1 | 8 | 8 | 1.3 | -8 | 93 | 8 | -3 | 1.1 | 100 |
| CCOC(=O)c1c(C)n(C)c2ccc(OC)c(NS(=O)(=O)CC)c12 | -0.5 | -12 | 4 | 2.4 | -4 | 111 | 0 | -3 | 0.89 | 98 |
| Cc1ccccc1NC(=S)N(CCN(C)C)C(C)c1ccco1 (stereo unspecified) | 0.5 | 5 | 2 | 1.9 | -2 | 96 | 14 | -6 | 1.2 | 87 |
| CC(C)CNC(=O)COc1ccc(Sc2ccc(OCC(=O)NCC(C)C)cc2)cc1 | -0.1 | 3 | -18 | 5.4 | 18 | 97 | -7 | -6 | 0.9 | 109 |
| Cc1ccn(CCC(=O)O)n1 | -0.2 | -1 | 11 | 0.8 | -11 | 100 | 21 | -2 | · | 86 |
| O=C(CCN1C(=O)/C(=C\c2cccs2)SC1=S)NC1=NCCS1 | -0.3 | 2 | 8 | 3.5 | -8 | 99 | 4 | -5 | 0.97 | 99 |

Next structures.
SMILES	Hsp70 act	STAT1 blocker	APP 5UTR inh	RAM network inh	APP 5'UTR act	STAT1 activator	STAT3 inh	FLuc inh counter	NF-kB expr up	STAT3 activator
CCOCCCNC(=O)C1CCCN1S(=O)(=O)c1ccc(Cl)cc1 (stereo unspecified)	0.2	3	-11	2.9	11	98	2	-7	1.1	102
COc1ccc(CSCC(=O)N/N=C/c2ccccc2O)cc1	-0.4	-11	20	-0.5	-20	108	3	-5	1.4	105
c1ccc(NCc2nc(-c3ccccc3)no2)cc1	-0.3	-15	-30	0.6	30	114	-4	-8	1.9	106
COc1cc(/C=C2\CC/C(=C\c3ccc(OCCO)c(OC)c3)C2=O)ccc1OCCO	-0.2	-1	-4	3.9	4	100	10	-2	0.56	96
C=CCNC(=O)C1CC(=O)N(c2ccc(C)cc2)C1 (stereo unspecified)	-0.2	1	·	1.0	·	99	10	-4	1.1	99
C=CCNC(=O)C1CC(=O)N(c2ccc(OCC(=O)Nc3ccccc3)cc2)C1 (stereo unspecified)	0.3	-29	-45	2.2	·	127	-14	-2	2.4	114
COc1ccc(NC(=O)C2CCCN(S(=O)(=O)c3cccs3)C2)cc1OC (stereo unspecified)	-0.3	8	-9	0.3	9	92	12	-5	0.75	96
O=C(CSc1nc(-c2ccc(F)cc2)nc2ccc(F)cc12)Nc1cccc(C(=O)O)c1	0.0	-2	-10	1.5	10	101	-1	-2	0.86	106
